Runt-CBFb FRET: inhibitors of human RUNX1 Runt domain binding to CBFb; inhibition, % at 20 µM; Cerulean-Runt/Venus-CBFb FRET ratio 530/480, 1 h; 220,000 tested, 0.46% active; Q01196+Q13951;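 active = inhibition over about 50% at 20 µM in the single-dose screen, limit read from the data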;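 note: 0% = DMSO wells and 100% = excess unlabeled CBFb competitor control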
Target sequence (Q01196 whole entry, looked up, the tested form may be a part): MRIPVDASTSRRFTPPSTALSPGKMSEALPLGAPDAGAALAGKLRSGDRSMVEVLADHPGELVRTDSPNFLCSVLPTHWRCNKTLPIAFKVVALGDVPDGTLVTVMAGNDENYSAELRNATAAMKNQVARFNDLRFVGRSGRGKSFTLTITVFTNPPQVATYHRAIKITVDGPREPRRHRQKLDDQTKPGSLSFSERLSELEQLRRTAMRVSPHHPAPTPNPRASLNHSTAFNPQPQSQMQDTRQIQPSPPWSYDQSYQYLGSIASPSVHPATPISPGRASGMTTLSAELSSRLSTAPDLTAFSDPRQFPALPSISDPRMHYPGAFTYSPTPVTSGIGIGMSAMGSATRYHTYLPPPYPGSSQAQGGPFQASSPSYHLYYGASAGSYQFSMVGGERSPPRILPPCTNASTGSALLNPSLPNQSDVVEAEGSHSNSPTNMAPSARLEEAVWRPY
Target sequence (Q13951 whole entry, looked up, the tested form may be a part): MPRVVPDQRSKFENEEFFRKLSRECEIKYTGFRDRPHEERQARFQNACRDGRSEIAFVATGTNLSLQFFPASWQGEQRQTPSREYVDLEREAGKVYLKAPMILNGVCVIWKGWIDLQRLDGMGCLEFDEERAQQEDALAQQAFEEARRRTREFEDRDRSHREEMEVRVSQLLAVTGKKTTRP
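Assay system: Cerulean-Runt domain fusion protein, energy donor; Signal: fluorescence energy transfer, 422 nm excitation, 530/480 nm emission; Timing: 1 h compound exposure, room temperature; Control set: unlabeled CBFb; Medium: Tris buffer pH 7.5 with salts and BSA; Compound: single test concentration of 20 µM, 1% DMSO final; Probe or stimulus: Venus-CBFb 100 nM.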
Runt-SMMHC FRET: Runt domain-CBFb-SMMHC interaction inhibition; AID 1434; 220,000 tested, 0.74% active; inhibition, % at 20 µM; Q01196+Q13951; Cerulean-Runt/Venus-CBFb-SMMHC FRET ratio 530/480, 1 h;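 active = mean inhibition across duplicate retests at 20 µM reaching about 50%, limit read from the data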;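 note: 0% = DMSO wells and 100% = wells with excess untagged CBFb-SMMHC; inhibitors lower the FRET ratio by blocking Runt binding to CBFb-SMMHC; some results filed as inactive read as strong as hits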
Hck Nef HTS: blocks Nef-activated human Hck kinase; Recombinant Hck-YEEI plus Nef, Z-Lyte FRET kinase assay; inhibition, % at 20 µM; 220,000 tested, 0.68% active;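 active = Hck-Nef kinase inhibition above about 50%, limit read from the data; inactive = inhibition below that limit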;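 note: 0% = DMSO with Hck plus Nef and 100% = Hck alone without Nef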
RBBP9 inhibitor: blocks human serine hydrolase RBBP9 | O75884 | recombinant RBBP9, FP-Rh probe fluorescence polarization | inhibition, % at 7.94 µM | 220,000 tested, 0.2% active;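 active = inhibition above the campaign mean of all tested compounds plus 3 SD, cut at about 14% in these data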;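 note: plate controls were DMSO wells with RBBP9 for no effect and wells lacking RBBP9 protein for full effect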
Target sequence (O75884 whole entry, looked up): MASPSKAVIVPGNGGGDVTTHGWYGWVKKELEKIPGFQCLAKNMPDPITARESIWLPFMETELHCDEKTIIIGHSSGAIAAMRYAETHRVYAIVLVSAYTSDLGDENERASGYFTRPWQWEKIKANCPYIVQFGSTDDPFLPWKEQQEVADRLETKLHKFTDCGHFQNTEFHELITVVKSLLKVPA
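System: RBBP9 protein | Quantity: 2.5 µM RBBP9 dispensing solution, before mixing | Reagent: FP-Rh probe, 375 nM dispensing solution | Timing: Enzyme-compound preincubation 30 min, then probe labeling 45 min, 25 °C | Measured by: Fluorescence polarization | Read-out: % inhibition | Replication: One well per compound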
NPY-Y2 PAM-ag: human NPY-Y2 potentiation or agonism, primary screen; activation, % at 3.6 µM; P49146; cells expressing NPY-Y2, potentiator/agonist read-out; 220,000 tested, 0.45% active; in the data active = activation above about 27%;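 note: cells stimulated with NPY near EC25 plus isoproterenol at EC100; 0% = vehicle plus submaximal agonist and 100% = vehicle plus saturating agonist; some results beyond the cut were filed as inactive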
MDM2 E3 inh: blocks human Mdm2 ubiquitin ligase activity; cell-based MDM2 ubiquitination luciferase reporter, 2 h; 0 = plate control, 100 = twice control, blank-subtracted; 210,000 tested, 0.11% active; Q00987; AID 1230; signal enhancement, % at 5 µM;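 active = signal enhancement of 30% or more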;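 note: luminescence tracks abundance of the self-degrading MDM2-luciferase fusion protein; higher signal means inhibition of MDM2 E3 ligase activity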
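Assay system: stable mammalian line carrying autodegrading MDM2–luciferase fusion reporter; amount: 2000 cells seeded into each well; buffer or medium: DMEM; benchmarks: plate control and blank wells; signal: luciferase luminescence; timing: 2 h compound exposure at 37 °C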
NPY Y1 blocker: antagonists of human neuropeptide Y receptor Y1; 200,000 tested, 1% active; AID 1040; P25929; HEK293-CNG Y1 cells, membrane potential fluorescence; NPY at EC95, then isoproterenol; inhibition, % at 3.6 µM;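 active = inhibition above the campaign mean inhibition of all tested compounds plus 3 SD, cut at about 20% in these data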;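 note: 0% = DMSO wells given NPY plus isoproterenol and 100% = isoproterenol alone without NPY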
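Material: Y1- and CNG-channel-expressing HEK293 cells / Probe or stimulus: NPY 25 nM then isoproterenol 1 µM plus Ro 20-1724 25 µM / Doses: 3.6 µM single dose, DMSO 0.4% / Schedule: compound incubation 1 h at room temperature, readout 45 min post-stimulation / Signal: membrane potential fluorescence / Benchmarks: isoproterenol-only wells as full block versus NPY-plus-isoproterenol wells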
NPY1 pot ag: potentiators or agonists of human neuropeptide Y receptor Y1. P25929. NPY-Y1 expressing cells, potentiator/agonist activation. activation, % at 3.6 µM. 220,000 tested, 0.37% active. AID 1304; in the data active = activation above about 33%, passing the limit was not always enough;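 note: cells stimulated with NPY at EC10 then isoproterenol at EC100; 0% = low agonist plus stimulus and 100% = saturating agonist plus stimulus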
p97 ATPase inh: inhibitors of human p97 ATPase; P55072; recombinant p97 ATPase, Kinase-Glo ATP luminescence, 3 h; inhibition, % at 8 µM; 220,000 tested, 0.42% active; AID 1481; in the data active = inhibition above about 15%;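 note: 0% = DMSO vehicle and 100% = wells lacking enzyme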
* = called active by the depositor; nt = not tested or not shown.

SMILES	Runt-CBFb FRET	Runt-SMMHC FRET	Hck Nef HTS	RBBP9 inhibitor	NPY-Y2 PAM-ag	MDM2 E3 inh	NPY Y1 blocker	NPY1 pot ag	p97 ATPase inh
COc1cccc(CNC(=O)CCC2CCCN(C(=O)c3ccoc3C)C2)c1 (configuration not stated)	0	-1	1	1	-13	3	0	6	-1
Cc1cc(C)nc(N2CCCC(C(=O)Nc3nnc(C(C)(C)C)s3)C2)n1 (configuration not stated)	0	3	16	-5	-1	-3	6	14	1
CC(NC(=O)NCCCC(=O)O)(C(F)(F)F)C(F)(F)F	3	1	2	0	4	-2	2	-24	1
CC1(C)Cc2ccccc2-c2nnc(-c3ccco3)n21	2	1	0	-2	13	1	-1	22	2
CC(=O)Nc1sc(C)c(C)c1C(=O)OCC(=O)Nc1cc(S(C)(=O)=O)ccc1Cl	-5	-1	18	-13	-19	2	nt	-14	-7
COc1cc(S(=O)(=O)N2CCCCCC2)c(OC)cc1Br	-3	-1	0	-6	-3	-17	7	-14	-2
FC(F)(F)c1nc(N2CCCC2)ncc1-c1nnnn1-c1ccc(Cl)cc1	-2	4	1	-16	-6	-11	5	3	-10
COc1ccc(N2C(=O)CSC2c2ccc3c(c2)OCO3)c(OC)c1 (configuration not stated)	-1	1	-1	-2	4	-14	4	-14	1
CC(C)(C)Cc1nc(-c2ccccn2)no1	2	-1	5	4	-20	-23	7	2	1
C=CCN(CC=C)CCOc1cccc2ccccc12	0	-2	1	-3	-21	-4	20	-31	-1
Cc1nc2ccc(NC(=O)N3CCN(c4ccccn4)CC3)cc2s1	0	3	1	-2	-4	-15	-3	10	4
O=C(c1ccco1)N1CCN(Cc2cccc(F)c2)CC1	1	1	5	-5	6	-16	6	-13	-2
Cc1ccc(-n2c(SCC(=O)Nc3nccs3)nc3c(c2=O)SCC3)cc1	0	-1	-1	-2	8	8	-1	18	7
CCn1c(SCC(=O)Nc2cc(C)on2)nnc1-c1ccco1	3	-7	1	0	7	-7	0	14	3
CCOc1cc(C(=O)NCC(=O)N/N=C/c2sccc2C)cc(OCC)c1OCC	0	-1	-3	-5	3	-27	2	-12	-4
COc1cc2[nH]c(=S)n(Cc3ccco3)c(=O)c2cc1OC	22	19	32	-5	-19	-3	1	-27	4
Cc1ccccc1Nc1nc(-c2ccccc2)c(C(=O)Nc2cccnc2)s1	0	1	3	-4	5	-4	-1	13	-3
CSc1sc(C(=O)O)c(C)c1C(C)=O	-2	-5	0	-6	-3	-11	6	-25	4
CCCC(=O)Nc1ccc(Cl)c(NC(=O)c2cccnc2Cl)c1	-1	-9	1	-5	-13	-18	3	-4	3
O=C(C1COc2ccccc2O1)N1CCc2ccccc2C1 (configuration not stated)	-1	-3	8	0	-17	-6	5	-40	2
COC(=O)C1=C(C)N(CCc2c[nH]c3ccc(OC)cc23)C(=O)C1	-1	-9	16	-5	4	-5	-5	-8	2
CCO/C(C)=C1\C(=O)N(CC)c2ccccc21	1	2	0	-2	-6	-16	5	7	3
COC(=O)C1=C(C(=O)OC)[C@@H]2N(C)c3ccccc3[C@@]23C[C@@H](C(=O)OC)N(C(=O)CC(C)C)C3=N1	0	0	29	nt	nt	21	nt	nt	nt
O=C(c1ccc(Cl)cc1)c1cnc(-c2ccc(Cl)cc2)s1	1	4	-1	0	5	0	3	5	0
O=C(Cn1cnc2ccccc21)NCCCN1CCOCC1	1	-3	0	-7	1	3	-1	-6	4

Overlap with the part before: 3 entries, followed by the next part.
SMILES	Runt-CBFb FRET	Runt-SMMHC FRET	Hck Nef HTS	RBBP9 inhibitor	NPY-Y2 PAM-ag	MDM2 E3 inh	NPY Y1 blocker	NPY1 pot ag	p97 ATPase inh
COC(=O)C1=C(C(=O)OC)[C@@H]2N(C)c3ccccc3[C@@]23C[C@@H](C(=O)OC)N(C(=O)CC(C)C)C3=N1	0	0	29	nt	nt	21	nt	nt	nt
O=C(c1ccc(Cl)cc1)c1cnc(-c2ccc(Cl)cc2)s1	1	4	-1	0	5	0	3	5	0
O=C(Cn1cnc2ccccc21)NCCCN1CCOCC1	1	-3	0	-7	1	3	-1	-6	4
CS(=O)(=O)N1CCCC(C(=O)NCCCN2CCC(Cc3ccccc3)CC2)C1 (configuration not stated)	1	0	-1	6	10	-17	4	-13	6
Cc1ccc(C(=O)NCc2ccco2)cc1S(=O)(=O)N1CCOCC1	nt	-11	1	-4	-10	-5	0	-15	5
Cc1ccc(-c2nnc3c(C(F)(F)F)nc4ccccc4n23)cc1	0	5	-1	-7	-5	12	1	24	4
c1ccc2c(-c3ccncc3)c[nH]c2c1	-2	1	1	-9	-16	1	-5	3	0
CCOC(=O)CSc1nnc(-c2ccc(NS(=O)(=O)c3ccc(C)cc3)cc2)o1	0	2	1	-1	-6	-16	0	-9	-1
COC(=O)COc1cccc(NC(=O)c2cccs2)c1	1	0	7	-10	16	-24	-1	-5	0
CCOC(=O)C1CCN(C(=O)C2CCN(S(=O)(=O)N3CCCC3)CC2)CC1	0	1	0	-2	-4	-6	1	1	-3
c1ccc2c(c1)ncn2Cc1nnc2sc(-c3ccc4c(c3)OCO4)nn12	8	-1	2	-11	-19	-16	9	-13	4
CCC1CCCCN1CC(=O)c1c(C)[nH]c2ccc(OC)cc12 (configuration not stated)	1	2	21	-5	9	-16	nt	10	5
O=C(CSc1nc2ccccc2n1CC(=O)NCc1ccccc1)NCc1ccco1	-12	-29	1	11	10	-17	3	1	4
O=C(Nc1cccc(F)c1)c1cccc(S(=O)(=O)N2CCOCC2)c1	0	0	7	-10	2	-6	6	-24	-2
CCOC(=O)C1(Cc2cccc(F)c2)CCN(C(=O)C2CCCO2)CC1 (configuration not stated)	-1	-6	-3	-7	-4	-8	-3	0	1
Cc1c(CN2CCCC(CO)(Cc3cccc(Cl)c3)C2)cnn1C (configuration not stated)	0	-4	10	1	-24	1	1	-12	6
CCN(CC)S(=O)(=O)c1cccc(NC(=O)C2SC(=Nc3ccc(C)cc3C)C(C(=O)NCC3CCCO3)=C2N)c1 (configuration not stated)	-3	2	-1	-6	-8	nt	1	-3	2
CCN(Cc1ccccc1)C(=O)COC(=O)c1cc(S(=O)(=O)Nc2c(C)n(C)n(-c3ccccc3)c2=O)ccc1C	-4	-3	-15	1	-6	-1	-6	0	-1
NC(=O)c1cn(-c2ccccc2)nc1-c1cc2ccccc2oc1=O	1	-1	2	12	-12	-2	3	-48	5
COc1ccccc1NC(=O)NS(=O)(=O)c1ccc(C)cc1	-1	-1	2	1	9	2	3	12	-1
Cc1ccc([N+](=O)[O-])cc1NC(=O)c1ccc(CSc2ccccc2)cc1	1	3	1	-7	-6	-14	-2	-7	3
CCCC12CN3CCN(CC(C3)/C1=N\NC(=O)c1ccc(C(C)(C)C)cc1)C2	4	-2	3	7	1	-9	5	-14	6
Cc1ccc(-c2nc3c(=O)n(-c4ccccc4)c4c(c(=O)n(C)c(=O)n4C)c3o2)cc1	-3	-2	-6	-8	3	-2	nt	-29	-9
CCCCOc1ccc(-c2nnc(N)s2)cc1	-4	2	78*	-4	16	-5	0	-2	4
CC(C)N1CCC(=NNC(=O)c2ccccc2[N+](=O)[O-])CC1	-1	0	3	-8	0	-11	3	-15	3
C/C(=N/NC(=O)CNC(=O)c1ccncc1)c1ccco1	2	-4	3	-7	-23	-5	nt	4	3
O=C(Cc1csc(N2CCOCC2)n1)N/N=C/c1cccc(O)c1	0	0	-2	-3	-9	nt	-3	0	6
CCc1cccc(NC(=O)C2CCN(S(=O)(=O)c3c(C)noc3C)CC2)c1	0	-2	22	-1	7	-16	-3	3	2
SMILES	Runt-CBFb FRET	Runt-SMMHC FRET	Hck Nef HTS	RBBP9 inhibitor	NPY-Y2 PAM-ag	MDM2 E3 inh	NPY Y1 blocker	NPY1 pot ag	p97 ATPase inh
O=C(NC(=S)Nc1ccc(CN2CCOCC2)cc1)c1ccco1	4	1	6	-6	1	-16	nt	-13	-2
CSc1ccc(/C=C(/NC(=O)c2ccc(C)cc2)C(=O)Nc2cccc(C)c2)cc1	3	7	-3	-13	-6	-2	0	-17	-5
CC1(C)C(C#N)=C(N)Oc2c1c(=O)oc1ccccc21	-1	-3	2	-5	-20	nt	nt	-3	9
COC(=O)Cn1cnc2c(C#N)c3n(c2c1=O)CCCCC3	-1	1	7	-2	-6	-5	-6	-8	-3
CCCCC(=O)NC1(C(F)(F)F)C(=O)N(CC(C)C)C2=C1C(=O)CC(C)(C)C2 (configuration not stated)	-2	2	0	-16	-24	-8	0	-1	-5
CCCCn1c(SCC(=O)OC)nc2c1c(=O)n(C)c(=O)n2C	-1	1	-1	-8	-7	-5	16	-36	-10
Cc1ccc(C2C(C#N)=C(N)OC3=C2C(=O)CC(C)(C)C3)s1 (configuration not stated)	2	1	20	-1	1	nt	nt	-15	3
CC(=O)NS(=O)(=O)c1cccnc1Nc1ccc(Cl)cc1	2	-1	3	-2	7	-12	4	17	2
Cc1cc(C)c2nc(SCC(=O)N3CCCCC3)c(C#N)cc2c1	-2	-3	0	-4	-2	6	4	-10	0
CCOc1cc(/C=C2\CCC/C(=C\c3cc(Cl)c(O)c(OCC)c3)C2=O)cc(Cl)c1O	-11	-58	0	0	-44	-16	44*	-55	11
CC(=O)NS(=O)(=O)c1ccc(N=c2ssc3c2-c2ccc(C)cc2NC3(C)C)cc1	0	-2	3	5	20	-9	15	8	8
COc1ccc(OC)c(NC(=S)NN2CCOCC2)c1	-1	-1	0	-11	-14	-1	-1	7	0
O=C(O)CC(SCC(=O)Nc1ccc(Cl)c(S(=O)(=O)N2CCOCC2)c1)C(=O)O (configuration not stated)	2	-3	18	-10	-9	-3	nt	-1	6
O=C1C=C(NCc2ccccc2)c2ccccc2C1=O	3	4	27	0	-14	2	1	-7	48*
CCOc1cccc2sc(N(CCCN(C)C)C(=O)Cc3ccccc3)nc12	0	2	20	0	13	-9	3	5	-3
COCCOc1nc2c(c(=O)n(C)c(=O)n2C)n1CCc1ccccc1	-1	115	1	-4	2	24	2	12	1

Taken from above.
COc1ccc(OC)c(NC(=S)NN2CCOCC2)c1 – NPY-Y2 PAM-ag: -14
O=C1C=C(NCc2ccccc2)c2ccccc2C1=O – RBBP9 inhibitor: 0
CC(=O)NS(=O)(=O)c1cccnc1Nc1ccc(Cl)cc1 – NPY Y1 blocker: 4
CCOc1cc(/C=C2\CCC/C(=C\c3cc(Cl)c(O)c(OCC)c3)C2=O)cc(Cl)c1O – NPY Y1 blocker: 44*

Screening results: PubChem BioAssay, several laboratories
